Assay outcomes from PubChem BioAssay.
p53 PUMA act: mutant p53 pathway reactivation. 28,000 tested, 1.5% active. activation, % at 9.98 µM. SW480 PUMA-promoter luciferase. AID 624151; in the data active = activation above about 52%
STK33 inh: inhibitors of human STK33 kinase. Q9BYT3. ADP-Glo luminescence, MBP substrate. inhibition, % at 12.5 µM. 27,000 tested, 0.44% active. AID 2322; in the data active = inhibition above about 20%
Target sequence (Q9BYT3 whole entry, looked up): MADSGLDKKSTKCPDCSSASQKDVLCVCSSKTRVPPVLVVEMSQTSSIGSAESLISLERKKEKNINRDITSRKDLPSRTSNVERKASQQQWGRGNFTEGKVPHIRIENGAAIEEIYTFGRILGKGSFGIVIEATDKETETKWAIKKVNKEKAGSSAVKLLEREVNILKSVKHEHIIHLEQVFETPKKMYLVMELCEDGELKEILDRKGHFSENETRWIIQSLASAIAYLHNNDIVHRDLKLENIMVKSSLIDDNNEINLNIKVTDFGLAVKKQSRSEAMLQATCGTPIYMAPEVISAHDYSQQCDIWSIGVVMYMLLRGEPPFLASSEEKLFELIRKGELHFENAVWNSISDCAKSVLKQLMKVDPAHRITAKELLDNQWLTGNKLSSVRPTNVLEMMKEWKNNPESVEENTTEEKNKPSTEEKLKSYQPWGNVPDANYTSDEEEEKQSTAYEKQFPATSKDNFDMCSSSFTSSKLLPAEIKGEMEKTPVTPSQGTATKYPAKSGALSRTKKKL
* hit, by the source's call; . = not tested or not shown. Not all compounds are listed, so the mix of outcomes need not match the whole.

Results follow in this order: STK33 inh	p53 PUMA act
- C[C@H]1CN([C@@H](C)CO)C(=O)Cc2cc(NC(=O)Cc3ccccc3)ccc2O[C@@H]1CN(C)C(=O)NC1CCCCC1
→ 2	-1
- Cc1noc(C)c1NC(=O)Nc1cccc2c1O[C@H](CN(C)S(=O)(=O)c1ccc(Cl)cc1)[C@@H](C)CN([C@@H](C)CO)C2=O
→ .	3
- O=C(CSc1n[nH]c(-c2ccco2)n1)N1c2ccccc2Sc2ccccc21
→ -2	3
- C[C@H](CO)N1C[C@H](C)[C@H](CN(C)Cc2ccc(Cl)c(Cl)c2)Oc2ccc(NS(=O)(=O)c3ccc(F)cc3)cc2C1=O
→ 1	.
- C[C@H](O)C#Cc1ccc2c(c1)O[C@@H](CN(C)C(=O)CN(C)C)[C@@H](C)CN([C@H](C)CO)S2(=O)=O
→ .	11
- CCOC(=O)c1ncn2c1CN(C)C(=O)c1cc(F)ccc1-2
→ 0	.
- COc1ccc(S(=O)(=O)Nc2cccc3c2O[C@H](CN(C)S(=O)(=O)c2cn(C)cn2)[C@@H](C)CN([C@H](C)CO)C3=O)cc1
→ .	6
- COC(=O)Cc1c(C)nc2nc(NCc3c(F)cccc3Cl)[nH]n2c1=O
→ -3	4
- CCOC(=O)c1nc(C)sc1-c1ccnn1S(=O)(=O)c1ccccc1C(F)(F)F
→ .	-9
- C[C@@H]1CN([C@H](C)CO)S(=O)(=O)c2ccc(C#Cc3cccc(F)c3)cc2O[C@@H]1CN(C)C(=O)CN1CCOCC1
→ .	0
- CC(C)NC(=O)N(C)C[C@@H]1Oc2cc(C#CCN(C)C)ccc2S(=O)(=O)N([C@@H](C)CO)C[C@@H]1C
→ .	12
- C[C@H](CO)N1C[C@H](C)[C@H](CN(C)C(=O)Nc2ccc(F)cc2)Oc2ccc(NC(=O)Cc3ccccc3)cc2CC1=O
→ 6	0
- C[C@@H]1CN([C@@H](C)CO)C(=O)c2cc(NS(C)(=O)=O)ccc2O[C@@H](C)CCCCO[C@@H]1CN(C)C(=O)Cc1ccccc1
→ .	-1
- Cc1cc2c(c(Sc3ccccc3)n1)C(=O)OC2
→ .	8
- CC(C)NC(=O)Nc1cccc2c1O[C@H](CN(C)Cc1ccc(C(F)(F)F)cc1)[C@H](C)CN([C@@H](C)CO)C2=O
→ .	-11
- C[C@H]1CN([C@@H](C)CO)C(=O)c2cc(NS(=O)(=O)c3ccccc3)ccc2O[C@H]1CN(C)C(=O)Nc1ccc(F)cc1
→ -1	.
- CC(C)NC(=O)[C@@]1(C)c2ccccc2C(=O)N(Cc2ccccc2)[C@H]1c1ccc(CO)cc1
→ 0	.
- C[C@H](CO)N1C[C@H](C)[C@H](CN(C)C(=O)NC2CCCCC2)Oc2ncc(/C=C/c3ccccc3)cc2C1=O
→ -5	.
- Cc1nn(Cc2ccc(F)cc2)c(C)c1NC(=O)C1CC(c2cccc(Br)c2)=NO1 (centres undefined)
→ 1	-15
- C[C@@H]1CCCCO[C@@H](CN(C)Cc2ccc(C(F)(F)F)cc2)[C@@H](C)CN([C@H](C)CO)C(=O)c2cc(NC(=O)CCCN(C)C)ccc2O1
→ 4	.
- C[C@@H]1CN([C@@H](C)CO)C(=O)c2cc(NC(=O)C3CC3)ccc2O[C@H]1CN(C)Cc1ccc(C(F)(F)F)cc1
→ 1	13
- Cc1noc(C)c1NC(=O)Nc1ccc2c(c1)CC(=O)N([C@@H](C)CO)C[C@@H](C)[C@H](CN(C)S(=O)(=O)c1cccs1)O2
→ .	14
- Cc1noc(C)c1S(=O)(=O)N(C)C[C@@H]1Oc2ccc(NC(=O)NC(C)C)cc2CC(=O)N([C@@H](C)CO)C[C@H]1C
→ .	-1
- CC(NCCc1ccc(O)cc1)C(O)c1ccc(O)cc1 (centres undefined)
→ 4	.
- C[C@@H]1CCCCO[C@H](CN(C)C(=O)Nc2ccc(C(F)(F)F)cc2)[C@@H](C)CN([C@H](C)CO)C(=O)c2cc(NC(=O)c3ccccc3)ccc2O1
→ -3	.
- C[C@@H]1CN([C@@H](C)CO)C(=O)c2cc(NS(=O)(=O)c3cn(C)cn3)ccc2O[C@H]1CN(C)C(=O)Nc1ccc(F)cc1
→ .	5
- CC(C)NC(=O)Nc1ccc2c(c1)CC(=O)N([C@H](C)CO)C[C@H](C)[C@H](CN(C)Cc1ccc(C(=O)O)cc1)O2
→ -2	.
- C[C@@H]1CN([C@H](C)CO)C(=O)Cc2cc(NS(=O)(=O)c3ccc(F)cc3)ccc2O[C@@H]1CN(C)C(=O)Nc1ccc2c(c1)OCO2
→ -1	-11
- C[C@@H]1CN([C@H](C)CO)C(=O)CCCn2cc(nn2)CO[C@@H]1CN(C)C(=O)CCC(F)(F)F
→ -2	-2
- Cc1ccc(S(=O)(=O)N(C)C[C@@H]2Oc3ccc(NC(=O)NC4CCCCC4)cc3CC(=O)N([C@H](C)CO)C[C@H]2C)cc1
→ -2	.

Full records from above. Order of values: STK33 inh, p53 PUMA act
Cc1ccc(S(=O)(=O)N(C)C[C@@H]2Oc3ccc(NC(=O)NC4CCCCC4)cc3CC(=O)N([C@H](C)CO)C[C@H]2C)cc1 is entered as -2, .
COC(=O)Cc1c(C)nc2nc(NCc3c(F)cccc3Cl)[nH]n2c1=O is entered as -3, 4

(cont.)
Results follow in this order: STK33 inh	p53 PUMA act
- C[C@@H]1CN([C@@H](C)CO)C(=O)Cc2cc(NS(=O)(=O)c3cn(C)cn3)ccc2O[C@@H]1CN(C)Cc1ccccc1
→ -1	7
- C[C@@H]1CN([C@@H](C)CO)C(=O)c2cccc(NC(=O)NC3CCCCC3)c2O[C@@H]1CN(C)C(=O)Nc1cccc2ccccc12
→ .	-10
- Cn1c(SCC(=O)c2ccccc2)nnc1-c1cc2ccccc2o1
→ 0	-5
- COc1cccc(OCC(=O)Nc2cccc(C(=O)O)c2C)c1
→ -3	22
- COC(=O)[C@@]1(Cc2ccccc2N=[N+]=[N-])N=C(c2ccc(OCCCO)cc2)O[C@H]1c1ccccc1N=[N+]=[N-]
→ 10	.
- C[C@@H]1CN([C@@H](C)CO)C(=O)c2cccc(N(C)C)c2O[C@@H]1CN(C)C(=O)NC1CCCCC1
→ .	4
- COc1cc2c(cc1OC)C1(Cc3ccc4c(c3C1O)OCO4)N(C)CC2 (centres undefined)
→ 0	-10
- Cc1ccc(C(=O)CC2(O)C(=O)N(CCCC#N)c3ccccc32)o1 (centres undefined)
→ 0	-8
- CC(=O)OCC(=O)[C@@]12OC3(CCCC3)O[C@@H]1CC1C3CCC4=CC(=O)C=C[C@]4(C)[C@@]3(F)[C@@H](O)C[C@@]12C (some centres undefined)
→ 3	-4
- C[C@H](CO)N1C[C@H](C)[C@@H](CN(C)C(=O)NC2CCCCC2)Oc2ccc(NC(=O)Nc3cccc4ccccc34)cc2C1=O
→ .	-10
- C[C@@H]1CN([C@H](C)CO)C(=O)Cc2cc(NC(=O)c3ccncc3)ccc2O[C@@H]1CN(C)C(=O)Nc1cccc2ccccc12
→ 0	-11
- CSc1cccc(NC(=O)CSc2nnc(-c3ccco3)n2C)c1
→ 2	3
- COc1ccc(-c2cc(C)nc(SCC(=O)Nc3cccc(Cl)c3Cl)n2)cc1
→ -1	13
- O=C(CSc1nc(N2CCCCC2)nc(N2CCCCC2)n1)Nc1ccc(F)cc1
→ -5	-14
- C[C@@H]1CCCCO[C@@H](CN(C)S(=O)(=O)c2ccccc2)[C@@H](C)CN([C@@H](C)CO)C(=O)c2cc(NC(=O)CCC(F)(F)F)ccc2O1
→ .	-1
- COc1ccc(CN(C)C[C@H]2Oc3ccc(NC(=O)Nc4c(C)noc4C)cc3CC(=O)N([C@H](C)CO)C[C@H]2C)cc1
→ 1	5
- CC(C)NC(=O)N(C)C[C@H]1Oc2ccc(NS(=O)(=O)c3ccc(F)cc3)cc2CC(=O)N([C@H](C)CO)C[C@H]1C
→ -3	.
- C[C@@H]1CCCCO[C@H](CN(C)Cc2ccccc2)[C@@H](C)CN([C@H](C)CO)C(=O)c2cc(NS(=O)(=O)c3cn(C)cn3)ccc2O1
→ -3	17
- O=C(CCSc1nc2ccccc2o1)N1CCOCC1
→ 3	38
- COc1ccc(S(=O)(=O)Nc2cccc3c2O[C@H](CN(C)Cc2ccc(C(=O)O)cc2)[C@@H](C)CN([C@H](C)CO)C3=O)cc1
→ .	-5
- C[C@@H]1CN([C@@H](C)CO)C(=O)Cc2cc(NS(C)(=O)=O)ccc2O[C@@H]1CN(C)C(=O)Nc1cccc2ccccc12
→ 0	-1
- C[C@H]1CN([C@@H](C)CO)C(=O)Cc2cc(NC(=O)NC3CCCCC3)ccc2O[C@@H]1CN(C)Cc1ccc(Cl)c(Cl)c1
→ 4	.
- C[C@H]1CN([C@@H](C)CO)C(=O)Cc2cc(NC(=O)Cn3cnnn3)ccc2O[C@@H]1CN(C)CC1CC1
→ 0	3
- CC(C)NC(=O)N(C)C[C@H]1Oc2cc(-c3cncnc3)ccc2S(=O)(=O)N([C@@H](C)CO)C[C@H]1C
→ .	2
- COc1ccc(NC(=O)c2ccco2)cc1NC(=O)C(C)Oc1ccc(Cl)cc1Cl (centres undefined)
→ 5	-9
- C[C@H](CO)N1C[C@H](C)[C@H](CN(C)C(=O)C2CC2)Oc2cc(C#CCN(C)C)ccc2S1(=O)=O
→ .	2
- Cc1noc(C)c1NC(=O)N(C)C[C@@H]1Oc2ccc(NS(=O)(=O)c3ccc(F)cc3)cc2C(=O)N([C@H](C)CO)C[C@@H]1C
→ 1	.
- C[C@@H]1CN([C@@H](C)CO)C(=O)CCCn2cc(nn2)CO[C@@H]1CN(C)C(=O)Nc1ccc(-c2cccs2)cc1
→ 3	3
- COc1ccc(OC)c(S(=O)(=O)N2CCC(C(=O)Nc3cccc(F)c3)CC2)c1
→ 9	-6
- C[C@H](CO)N1C[C@H](C)[C@H](CN(C)S(=O)(=O)c2cccc(F)c2)Oc2ncc(/C=C/c3ccccc3)cc2C1=O
→ 5	.

Four of the compounds above, with each value named.
smiles: CC(C)NC(=O)N(C)C[C@H]1Oc2ccc(NS(=O)(=O)c3ccc(F)cc3)cc2CC(=O)N([C@H](C)CO)C[C@H]1C
  STK33 inh: -3 | p53 PUMA act: .

smiles: C[C@@H]1CCCCO[C@H](CN(C)Cc2ccccc2)[C@@H](C)CN([C@H](C)CO)C(=O)c2cc(NS(=O)(=O)c3cn(C)cn3)ccc2O1
  STK33 inh: -3 | p53 PUMA act: 17

smiles: O=C(CCSc1nc2ccccc2o1)N1CCOCC1
  STK33 inh: 3 | p53 PUMA act: 38

smiles: COc1ccc(S(=O)(=O)Nc2cccc3c2O[C@H](CN(C)Cc2ccc(C(=O)O)cc2)[C@@H](C)CN([C@H](C)CO)C3=O)cc1
  STK33 inh: . | p53 PUMA act: -5

The results go on:
Results follow in this order: STK33 inh	p53 PUMA act
- Clc1cccc(Nc2nnc(-c3ccccc3)c3ccccc23)c1
→ 4	.
- COc1ccc(N(CC(=O)Nc2ccc(I)cc2)S(C)(=O)=O)cc1OC
→ -1	7
- C[C@@H]1CN([C@H](C)CO)C(=O)c2cc(-c3ccc(C#N)cc3)cnc2O[C@@H]1CN(C)C(=O)CC1CC1
→ .	2
- COc1cc(NC(=O)CN(C)S(=O)(=O)c2ccc(Br)cc2)c(OC)cc1Cl
→ -1	9
- CC(C)NC(=O)Nc1ccc2c(c1)CC(=O)N([C@@H](C)CO)C[C@H](C)[C@H](CN(C)S(=O)(=O)c1cn(C)cn1)O2
→ -1	.
- CCn1c(SCC(=O)Nc2ccc(C)cc2C)nnc1-c1cccs1
→ -1	11
- C[C@H]1CN([C@@H](C)CO)C(=O)Cc2cc(NC(=O)Nc3ccc4c(c3)OCO4)ccc2O[C@H]1CN(C)C(=O)Nc1cccc2ccccc12
→ 1	.
- CCCN(C)C[C@@H]1Oc2cc(C#CC3(O)CCCC3)ccc2S(=O)(=O)N([C@H](C)CO)C[C@@H]1C
→ .	-5
- C[C@@H]1CN([C@H](C)CO)C(=O)Cc2cc(NS(=O)(=O)c3cccs3)ccc2O[C@H]1CN(C)C(=O)Nc1ccc2c(c1)OCO2
→ 5	4
- O=C(CC1Sc2ccc(Cl)cc2NC1=O)Nc1ccc([N+](=O)[O-])cc1 (centres undefined)
→ 1	-16
- NC(=O)CCCCn1ccc(NC(N)=NCC(F)(F)F)n1
→ .	13
- COc1c(Cc2ccccc2O)c(O)c(Cc2ccccc2O)c(O)c1C(=O)CCc1ccccc1
→ -14	.
- C[C@H](CO)N1C[C@H](C)[C@H](CN(C)S(C)(=O)=O)Oc2ccc(NC(=O)CCN3CCOCC3)cc2CC1=O
→ 0	.
- COc1cc(NS(=O)(=O)c2ccccc2[N+](=O)[O-])c(OC)cc1Cl
→ -1	4
- O=C(COc1ccccc1Cl)Nc1ccc2oc(-c3ccc(F)cc3Cl)nc2c1
→ 7	-2
- Cc1noc(C)c1S(=O)(=O)N(C)C[C@H]1Oc2c(NS(=O)(=O)c3ccc(F)cc3)cccc2C(=O)N([C@@H](C)CO)C[C@H]1C
→ .	-1
- C/C=C/c1cnc2c(c1)C(=O)N([C@H](C)CO)C[C@H](C)[C@@H](CN(C)S(=O)(=O)c1ccc(C)cc1)O2
→ .	-6
- Cc1ccn2c(NC(=O)C(C)(C)Oc3ccc(Cl)cc3)c(-c3ccc(F)cc3)nc2c1
→ .	-19
- CNS(=O)(=O)Cc1ccc2[nH]cc(CCN(C)C)c2c1
→ 4	.
- CC(C)NC(=O)Nc1ccc2c(c1)CC(=O)N([C@H](C)CO)C[C@@H](C)[C@H](CN(C)S(C)(=O)=O)O2
→ -2	.
- CCCNC(=O)N(C)C[C@@H]1Oc2ncc(C#Cc3ccncc3)cc2C(=O)N([C@@H](C)CO)C[C@H]1C
→ .	14
- C[C@@H]1CCCCO[C@H](CN(C)Cc2ccc(C(=O)O)cc2)[C@@H](C)CN([C@H](C)CO)C(=O)c2cc(NC(=O)CCC(F)(F)F)ccc2O1
→ -1	.
- C[C@@H]1CN([C@@H](C)CO)C(=O)c2cc(NS(C)(=O)=O)ccc2O[C@H]1CN(C)C
→ .	7
